M5 ag: CHRM5 agonism in calcium assay; P08912; CHO-K1 hM5 cells, Fluo-8 calcium fluorescence; 0% DMSO wells, 100% maximal acetylcholine response; activation, % at 3 µM; 0.19% of 360,000 active;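 active = activation above the run's mean over test compounds plus 3 SD, cut at about 23% in these data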;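 note: signal is peak over basal fluorescence ratio across the kinetic read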
Target sequence (P08912 whole entry, looked up): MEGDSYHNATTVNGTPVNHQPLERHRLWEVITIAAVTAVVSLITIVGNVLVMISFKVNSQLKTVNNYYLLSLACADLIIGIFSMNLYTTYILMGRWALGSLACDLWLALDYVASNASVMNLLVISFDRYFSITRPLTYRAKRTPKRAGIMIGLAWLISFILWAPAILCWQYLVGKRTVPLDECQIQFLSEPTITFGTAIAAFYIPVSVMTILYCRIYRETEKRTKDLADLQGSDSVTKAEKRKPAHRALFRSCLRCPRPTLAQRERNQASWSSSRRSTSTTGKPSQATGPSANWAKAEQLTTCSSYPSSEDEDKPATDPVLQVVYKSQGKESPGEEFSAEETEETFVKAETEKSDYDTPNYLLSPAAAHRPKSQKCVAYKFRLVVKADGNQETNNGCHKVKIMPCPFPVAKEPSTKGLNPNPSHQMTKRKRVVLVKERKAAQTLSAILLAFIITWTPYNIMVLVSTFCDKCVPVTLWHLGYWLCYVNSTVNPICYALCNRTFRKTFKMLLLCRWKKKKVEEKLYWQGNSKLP
CHRM5 antagonist: blocks acetylcholine activation of human M5 receptor; CHO-hM5 cells, Fluo-8 calcium fluorescence, ACh EC80; inhibition, % at 3 µM; 0.59% of 360,000 active; AID 624040;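 active = inhibition above a per-plate cutoff, the mean of that plate's test compounds plus 3 SD, cut at about 27% in these data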;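 note: 0% = acetylcholine EC80 with DMSO and 100% = DMSO without agonist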
CHO-K1 Ca antag: counter-screen for M1 antagonists: effect in parental CHO-K1 cells; ATP-induced calcium, Fluo-8 fluorescence; 0.6% of 360,000 active; AID 602250; inhibition, % at 3 µM;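 active = inhibition above a per-plate cutoff, the plate's mean sample inhibition plus 3 SD, cut at about 24% in these data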;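 note: 0% = DMSO plus EC80 ATP and 100% = DMSO alone without ATP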
CHRM4 antagonist: antagonists of human muscarinic M4 receptor (CHRM4). P08173. CHO-hM4 cells, ACh EC80, Fluo-8 calcium fluorescence. inhibition, % at 3 µM. 0.73% of 360,000 active;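 active = inhibition above its plate's cutoff, the mean inhibition of sample wells plus 3 SD, cut at about 27% in these data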;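 note: 0% = acetylcholine EC80 with DMSO and 100% = DMSO without agonist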
Target sequence (P08173 whole entry, looked up): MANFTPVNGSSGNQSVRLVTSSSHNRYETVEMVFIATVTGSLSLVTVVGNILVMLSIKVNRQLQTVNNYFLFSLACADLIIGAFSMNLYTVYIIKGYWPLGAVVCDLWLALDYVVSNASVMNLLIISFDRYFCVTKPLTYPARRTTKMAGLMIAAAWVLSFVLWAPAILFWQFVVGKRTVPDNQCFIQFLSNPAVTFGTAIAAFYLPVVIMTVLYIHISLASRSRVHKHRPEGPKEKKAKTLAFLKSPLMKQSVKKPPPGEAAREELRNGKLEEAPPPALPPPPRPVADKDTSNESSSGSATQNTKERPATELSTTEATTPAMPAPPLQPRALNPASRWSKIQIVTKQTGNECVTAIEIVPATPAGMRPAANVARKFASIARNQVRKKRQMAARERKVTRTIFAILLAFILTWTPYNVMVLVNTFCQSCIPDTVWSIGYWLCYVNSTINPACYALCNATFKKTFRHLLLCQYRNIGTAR
CHO-K1 Ca ag: nonselective activator or artifact in parental CHO-K1 cells | Fluo-8 calcium fluorescence; scaled to maximal ATP response, vehicle zero | activation, % at 3 µM | 0.48% of 360,000 active | AID 602248; in the data active = activation above about 15%;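 note: untransfected CHO-K1 host cells lacking M1 receptor as counterscreen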
M1 PAM parental: nonselective activator or artifact in parental CHO-K1 calcium assay; ATP EC20, Fluo-8 calcium fluorescence; 0% at ATP EC20, 100% at ATP max; AID 602247; 0.02% of 360,000 active; activation, % at 3 µM;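 active = activation above the run cutoff, the mean activation of all test compounds plus 3 SD, cut at about 40% in these data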;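 note: peak over basal fluorescence ratio in a 140 s read after ATP addition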
CHRM5 PAM: potentiates acetylcholine response at human M5 receptor; P08912; 0.3% of 360,000 active; CHO-K1 hM5, Fluo-8 calcium, ACh EC20 PAM; 0% = ACh EC20, 100% = ACh EC100; activation, % at 3 µM; AID 624038;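 active = activation above the run cutoff, the mean activation of all test compounds plus 3 SD, cut at about 18% in these data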
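system = human M5 receptor in CHO-K1 cells | compound = one concentration, 3 µM final (nominal) | schedule = Post-acetylcholine fluorescence recording 140 s | signal = Fluo-8 calcium dye fluorescence, kinetic read | benchmarks = low control EC20 acetylcholine (0%), high control EC100 acetylcholine (100%) | repeats = singlicate, one well per test compound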
CHRM4 PAM: potentiates acetylcholine response at human M4 receptor; P08173; activation, % at 3 µM; CHO-K1 hM4/Gqi5, Fluo-8 calcium fluorescence, ACh EC20; 0% = ACh EC20, 100% = maximal ACh; 0.4% of 360,000 active; AID 624126;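 active = activation above its plate's cutoff, the mean activation of sample wells plus 3 SD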; note: some results filed as inactive read as strong as hits
M4 ag: agonists of human muscarinic M4 receptor (CHRM4); CHO-K1 hM4/Gqi5, Fluo-8 calcium fluorescence; vehicle 0%, full acetylcholine response 100%; 0.14% of 360,000 active; activation, % at 3 µM;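 active = activation above the run mean over all test wells plus 3 SD, cut at about 32% in these data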;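 note: peak over basal fluorescence ratio per well then scaled between controls; 0% = DMSO wells and 100% = acetylcholine at EC100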
* = called active by the depositor.

SMILES | M5 ag | CHRM5 antagonist | CHO-K1 Ca antag | CHRM4 antagonist | CHO-K1 Ca ag | M1 PAM parental | CHRM5 PAM | CHRM4 PAM | M4 ag
CC(C)(C)Oc1ncc(Br)c(OC(C)(C)C)n1 | 1.4 | -2.6 | -11.3 | 6.6 | 0.5 | 21.1 | 4.3 | -0.3 | 1.1
CC1(C)C(c2cccs2)=[N+]([O-])C2(CCCCC/C2=N\NC(N)=S)N1O (stereo unspecified) | -2.6 | -5.7 | -10.2 | 2.9 | 0.4 | 20.1 | 3.7 | 3.1 | -0.2
Cc1ccc(S(=O)(=O)CC(=O)Nc2nc(-c3ccccc3)cs2)cc1 | -5.0 | -14.2 | -5.0 | -6.2 | 0.2 | 0.2 | -1.4 | 3.4 | 3.8
Cc1ccc(S(=O)(=O)CCC(=O)OCC(=O)c2c(N)n(CC(C)C)c(=O)n(C)c2=O)cc1 | 1.0 | 21.3 | 3.5 | 13.8 | 18.4* | -6.3 | -12.2 | -11.3 | 18.4
COc1cc(CNC(C)(C)CO)cc(Br)c1OCc1ccc(Cl)cc1 | -4.3 | 11.3 | -2.0 | 19.6 | 1.3 | 28.3 | -7.7 | -6.2 | 12.2
Cc1cccc(N(CC(=O)N2CCCC2)S(C)(=O)=O)c1C | -0.1 | 2.9 | -4.4 | 4.6 | 0.3 | -6.7 | 1.9 | -1.0 | 1.4
Cc1nc2ccccc2n1CCc1ccccc1 | -3.4 | 0.7 | -14.9 | -2.5 | 0.8 | 22.0 | -2.7 | 5.7 | 0.7
COCOCCn1cc(CN2CCS(=O)(=O)N(Cc3ccc(-c4ccc(Cl)cc4)cc3)C(C(C)C)C2=O)nn1 (stereo unspecified) | 0.9 | -1.5 | -2.2 | -12.3 | 1.3 | 10.6 | -0.2 | 1.6 | 7.1
COc1ccc2c(c1)N(C)/C(=C1/SC(=NCc3ccccc3)N(c3ccccc3)C1=O)S2 | -0.9 | 1.6 | -8.0 | 11.5 | 0.6 | 11.3 | -3.0 | 12.4 | 0.5
Cc1cc(=O)[nH]c2nnnn12 | -2.3 | 13.6 | -2.9 | 1.9 | 0.3 | -2.7 | -2.2 | 0.5 | 0.4
CC(=O)Oc1c(S(=O)(=O)c2ccc(C)cc2)c(C)nn1-c1ccccc1 | 2.5 | 7.9 | 7.0 | -4.4 | 0.0 | 13.2 | 0.9 | 9.8 | 0.4
CN(C)c1nc(-c2cccs2)cc(C(F)(F)F)c1C#N | -7.1 | 8.0 | -0.1 | -2.9 | 0.4 | -8.1 | 2.9 | 5.0 | -0.9
COc1ccc(C(CNC(=O)c2ccco2)N2CCCC2)cc1 (stereo unspecified) | -9.8 | 1.5 | -9.7 | -13.2 | 0.1 | 3.5 | -2.4 | 3.6 | 0.9
CCOC(=O)NN1C(=O)c2ccccc2NC1(C)C | 2.7 | 8.0 | 0.7 | -14.2 | -0.3 | -7.3 | 2.4 | 2.2 | 1.3
COc1ccc(/C(C)=N/NC(=O)c2ccc3nc[nH]c3c2)cc1 | 0.5 | 6.5 | -3.7 | 7.8 | 6.8 | 6.5 | -6.2 | -7.3 | 19.1
COc1ccc(C(C(=O)NC(C)C)N(C(=O)CCC(=O)Nc2nccs2)c2ccccc2F)cc1 (stereo unspecified) | 0.9 | 0.4 | 8.0 | -4.2 | 0.1 | 0.2 | 4.0 | 3.1 | 0.7
Cc1cc(C(=O)N/N=C/c2cc([N+](=O)[O-])cc(C)c2O)n[nH]1 | -3.9 | -17.0 | 4.2 | -22.7 | -0.1 | 8.1 | 1.6 | 10.9 | 1.3
C=CCN(C(=O)c1csnn1)C(C(=O)NCc1ccc(F)cc1)c1ccc(F)cc1 (stereo unspecified) | -0.8 | 5.8 | -5.5 | -13.0 | 2.1 | -9.6 | -5.0 | -7.0 | 2.4
Cc1cc(-c2ccccc2)nc(SCC(=O)c2cccc([N+](=O)[O-])c2)n1 | -1.9 | -1.5 | -22.0 | -3.6 | 0.7 | 14.5 | -11.8 | -10.5 | 6.3
COC(CNC(=O)C(=O)NCC1OCCN1C(=O)c1ccc(Cl)cc1)OC (stereo unspecified) | -0.1 | 0.3 | 4.2 | -19.9 | 0.2 | 0.6 | 0.1 | 6.7 | 0.9
COc1cc(/C=N/NC(=O)c2cccs2)ccc1OCc1ccccc1 | 5.9 | 3.8 | 23.6 | 4.2 | 1.2 | -4.0 | -9.2 | -1.4 | 2.8
Cc1cc(C(=O)CSc2nncs2)c(C)n1-c1c(C)n(C)n(-c2ccccc2)c1=O | -6.5 | 6.8 | -6.3 | 19.7 | 0.2 | 8.2 | -6.0 | -16.4 | 3.3
Cc1ccc(NC(=O)c2ccccc2[N+](=O)[O-])nc1 | -3.2 | -5.9 | -15.8 | -4.6 | 1.1 | 25.7 | 4.0 | 0.6 | 1.2
CC(C)(C)c1ccc(C(=O)N2CCNCC2)cc1 | -0.2 | -5.9 | -3.1 | 16.5 | 0.8 | 18.5 | 3.3 | 6.9 | 0.8
NC1=C([N+](=O)[O-])C(c2ccc3c(c2)OCO3)C2=C(CCCC2=O)O1 (stereo unspecified) | -2.3 | 6.4 | -20.1 | -3.2 | 0.8 | 18.9 | 4.7 | 7.3 | -0.3

The list goes on; it opens with the three that closed the last part.
SMILES | M5 ag | CHRM5 antagonist | CHO-K1 Ca antag | CHRM4 antagonist | CHO-K1 Ca ag | M1 PAM parental | CHRM5 PAM | CHRM4 PAM | M4 ag
Cc1ccc(NC(=O)c2ccccc2[N+](=O)[O-])nc1 | -3.2 | -5.9 | -15.8 | -4.6 | 1.1 | 25.7 | 4.0 | 0.6 | 1.2
CC(C)(C)c1ccc(C(=O)N2CCNCC2)cc1 | -0.2 | -5.9 | -3.1 | 16.5 | 0.8 | 18.5 | 3.3 | 6.9 | 0.8
NC1=C([N+](=O)[O-])C(c2ccc3c(c2)OCO3)C2=C(CCCC2=O)O1 (stereo unspecified) | -2.3 | 6.4 | -20.1 | -3.2 | 0.8 | 18.9 | 4.7 | 7.3 | -0.3
O=[N+]([O-])c1ccc(Cl)c(S(=O)(=O)N2CCCCCC2)c1 | -4.3 | -4.8 | -3.8 | -4.1 | -0.1 | 23.7 | -0.9 | 2.3 | -0.6
COc1cc(CN2CCC(C(=O)NC3CCCC3)CC2)cc(Br)c1O | 0.4 | 0.1 | -1.7 | 1.3 | 0.7 | -3.6 | 2.6 | -2.2 | -0.1
Cc1nnc(NC(=O)CN2CCN(Cc3ccccc3Cl)CC2)s1 | 0.7 | -5.4 | -4.3 | -4.2 | 0.2 | 2.4 | 14.4 | -1.4 | -0.3
CC1=C(C(=O)N(C(C)C)C(C)C)CC(CC(=O)NCc2cccs2)C(=O)N1CCC1=CCCCC1 (stereo unspecified) | -1.7 | -2.1 | -2.5 | -13.8 | 1.7 | 19.8 | 0.3 | 0.8 | 0.4
Cc1nc(N2CCN(c3ccccn3)CC2)c2c(C)c(C(=O)Nc3c(C)cc(Br)cc3C)sc2n1 | -0.9 | 1.9 | -7.4 | -16.1 | 0.1 | -3.2 | -4.0 | -4.7 | 0.3
COc1ccc(-c2c(C)n([O-])c(C)c(C)[n+]2=O)cc1 | 0.8 | 11.2 | -2.5 | -2.2 | 0.1 | 8.1 | -2.9 | 2.5 | -0.1
O=C(C[C@@H]1C/C=C\C[C@H](Cc2ccc(F)cc2)C(=O)OC[C@H]2CCCN2C1=O)N[C@H](CO)Cc1ccccc1 | 0.0 | 12.9 | -7.8 | 5.2 | 5.6 | 13.6 | -18.9 | -2.5 | 16.5
CN(C(=O)Cc1csc(-c2ccccc2)n1)c1c(N)n(Cc2ccccc2)c(=O)[nH]c1=O | 0.2 | -8.3 | 5.0 | -1.3 | -0.1 | -0.2 | 5.3 | -0.5 | 1.7
COc1ccc(CN2CCNC(=O)C2CC(=O)N(C)Cc2ccncn2)c(OC)c1 (stereo unspecified) | 2.4 | 6.7 | -10.3 | -0.2 | 0.2 | 10.8 | 0.1 | -2.6 | 0.4
Cc1cc(C(=O)N/N=C/c2cn(C)nc2C)c2ccccc2n1 | -4.4 | -11.0 | -7.1 | -0.9 | 0.2 | 18.5 | 2.7 | 8.0 | 0.8
COC(=O)Cn1c(=O)oc2ccc(C)cc21 | -0.9 | 10.4 | -13.6 | 0.8 | 2.4 | -1.2 | 5.8 | 4.4 | 1.3
CCN(CC(=O)Nc1ccccc1OC)C(=O)c1cc(S(=O)(=O)N2CCCCCC2)ccc1OC | 1.1 | 1.8 | -6.5 | 0.3 | 1.1 | -9.6 | -2.8 | -5.3 | 3.4
CCOC(=O)N1CCC(Nc2ccc(N3C(=O)C4CCCCC4C3=O)cc2[N+](=O)[O-])CC1 (stereo unspecified) | 21.6 | -7.6 | -11.2 | -11.4 | 1.2 | 11.3 | 13.9 | 17.8 | 1.2
COc1ccc(C(C)=NNC(=O)c2cccc(S(=O)(=O)N3CCCC3)c2)cc1 | 2.4 | 5.8 | -3.0 | 5.1 | -0.1 | 2.4 | 5.4 | 2.2 | 1.0
O=C(Nc1ccc2c(c1)C(=O)NC2=O)c1ccccc1Cl | -0.7 | 2.3 | 7.1 | -0.4 | 0.0 | 1.8 | -4.5 | -1.4 | 0.8
CCN1C(=O)[C@H]2[C@@H](c3ccc(-c4ccc(F)cc4)cc3)N[C@@](Cc3ccccc3)(C(=O)OC)[C@H]2C1=O | 0.6 | 4.3 | -13.5 | -4.1 | 1.4 | 23.8 | 7.2 | 6.8 | 3.9
COc1ccc(/C=C(\NC(=O)c2ccc(OCC(C)C)cc2)C(=O)OCc2ccco2)cc1 | -4.7 | -7.9 | 1.2 | -7.7 | -0.2 | -1.7 | -0.8 | 6.0 | -0.6
CC(C)(C)c1cc(/C=N/O)cc(C(C)(C)C)c1O | -4.1 | 7.1 | -9.8 | -1.3 | 1.6 | 26.5 | -1.4 | 3.0 | -1.4
CC(=O)c1ccc(-c2cccs2)s1 | -10.2 | 7.3 | -19.8 | 1.1 | -0.6 | 11.9 | 1.9 | -0.1 | 0.3
CCOc1ccccc1NC(=O)COC(=O)CC(C)(C)CC1=NS(=O)(=O)c2ccccc2N1 | 3.9 | 0.2 | -6.8 | -2.7 | 10.0 | 9.2 | -4.5 | -5.8 | 11.9
CCCCN(C)c1c(C)nc2ccc(C(=O)N(C)CCN(C)C)cn12 | -1.7 | 0.7 | -7.9 | -6.5 | 0.0 | -2.0 | -0.8 | 2.1 | 0.5
CCOc1ncnc2c1[nH]c1ccccc12 | 6.1 | 4.9 | 1.2 | 12.9 | 11.3 | -12.0 | -17.6 | -42.0 | 21.4
COC(=O)c1ccc(C2C(C(=O)c3cc4ccccc4o3)=C(O)C(=O)N2c2cc(C)on2)cc1 (stereo unspecified) | 0.2 | -11.6 | -5.6 | 3.6 | 1.3 | -0.9 | 1.0 | 1.4 | 2.0
COC(=O)C1=C(C)NC2=C(C(=O)CC(c3cccs3)C2)C1c1ccsc1 (stereo unspecified) | -3.3 | 13.7 | 3.4 | 13.8 | 1.8 | 3.4 | -10.1 | 6.1 | 4.3
COC(=O)c1cc(OC)c(OC)cc1NC(=O)c1cc(C(C)(C)C)oc1C | 0.0 | 3.5 | -0.6 | 1.6 | 7.0 | 2.8 | -0.8 | -9.8 | -0.5
CC1CC(C)CN(C(=O)Cn2c(=O)c3cccn3c3cccnc32)C1 (stereo unspecified) | -2.2 | -7.6 | -12.4 | -8.4 | 0.8 | 5.2 | -0.3 | 5.8 | 2.1
O=c1oc2ccccc2cc1-c1ccccc1 | -1.9 | 1.6 | 10.9 | -3.5 | -0.5 | -12.4 | 0.4 | 2.8 | -0.1

From PubChem

Not a hit list; 2.7% or so of the library scored in one or more.
